PAX8 inh HTS = lowers PAX8-driven luciferase in RMG-I cells | AID 652154 | RMG-I TPO-luciferase reporter, SteadyGlo, 24 h | inhibition, % at 12.6 µM | 360,000 tested, 1.2% active;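 active means mean replicate inhibition at least 60% with every replicate also reaching 60%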;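 further: luciferase light reporting Pax8 driven TPO promoter activity; plate controls were median of neutral control wells for no effect and mitoxantrone controls for full effect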
miR-122 sensor = miR-122 inhibition in Huh7 cells | activation (reporter increase), % at 12.5 µM | Huh7 miR-122 Renilla luciferase sensor, 48 h; neutral wells = 0, positive control = 100 | 340,000 tested, 0.3% active;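 active means mean replicate activation score at least 90 and every replicate individually at or above 90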;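 further: higher luciferase means less miR-122 activity so hits act as miR-122 inhibitors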
LGR2 antag = inhibitors of bursicon-induced Drosophila LGR2 receptor cAMP signaling. inhibition, % at 9.99 µM. HEK293 LGR2, CRE-luciferase, bursicon-stimulated, 4 h. 380,000 tested, 0.35% active. AID 720647;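 active means drop in luminescence signal, shown as inhibition above about 50% in the replicate tests, limit read from the data, passing the limit was not always enough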;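 further: agonist challenge used bursicon conditioned medium at about half maximal strength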
Casp6 inh = inhibitors of human caspase-6; 350,000 tested, 0.53% active; purified caspase-6, Z-VEID-R110 cleavage fluorescence; P55212; inhibition, % at 12.5 µM;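 active means mean inhibition across replicates at least about 35%, with every replicate also reaching that limit, limit read from the data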;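 further: 0% = median of neutral control wells and 100% = no fluorescence left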
Target sequence (P55212 24-179 limits assumed): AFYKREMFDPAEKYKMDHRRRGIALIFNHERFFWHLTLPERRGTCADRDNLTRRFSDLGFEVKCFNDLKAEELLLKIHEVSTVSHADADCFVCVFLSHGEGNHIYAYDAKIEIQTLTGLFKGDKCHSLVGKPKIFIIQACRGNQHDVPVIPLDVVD
Target sequence (P55212 194-293 limits assumed): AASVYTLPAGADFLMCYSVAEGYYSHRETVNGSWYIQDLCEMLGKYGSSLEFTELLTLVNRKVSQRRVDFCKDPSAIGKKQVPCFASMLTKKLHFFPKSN
PGC1a acetyl inh = lowers PGC1a acetylation signal in U2OS cells; AlphaScreen anti-acetyl-lysine; with virally co-expressed GCN5 acetyltransferase; inhibition, % at 15.6 µM; 350,000 tested, 0.17% active; AID 651687;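 active means every replicate shows inhibition of at least 40%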;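 further: 0% = neutral control wells and 100% = positive control wells; some results beyond the cut were filed as inactive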
EWS-Fli block = blocks EWS/Fli oncoprotein-driven transcription; AID 651661; 350,000 tested, 0.67% active; inhibition, % at 12.6 µM; A673 NR0B1-luciferase reporter, viability-normalised;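 active means mean inhibition of at least 50% after viability correction, with every replicate also passing that limit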;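 further: firefly luciferase signal divided by Alamar Blue viability fluorescence both relative to DMSO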
Cneo AK release = causes C. neoformans cell lysis; adenylate kinase release luminescence, 4 h; normalised: neutral wells 0, clomiphene wells 100; lysis activity, % at 15 µM; 360,000 tested, 0.2% active;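 active means mean lysis activity across replicates of at least 80%, whatever share of replicates individually reach that level; inactive means mean lysis activity below 80%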
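Assay system: C. neoformans cells. Amount: yeast cell density of 5 × 10^6 cells/mL. Technique: AK luminescence. Buffer or medium: YPD. Times: static 4 h at 37 °C with compound, 1 h detection. Dosing: single-point compound dose. Read-out: lysis from increased AK signal.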
FN deposition inh = fibronectin deposition inhibition; inhibition, % at 12.6 µM; 350,000 tested, 0.086% active; AH1F fibroblasts, Alexa488-fibronectin deposition fluorescence, overnight;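 active means mean inhibition across replicates of 30% or more, regardless of how many single replicates reach that level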;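 further: positive control wells lacked labelled fibronectin entirely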
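Material: AH1F fibroblast monolayer depositing Alexa488-labelled fibronectin into matrix | Input: 10000 AH1F cells/well | Medium: DMEM plus 2% serum, read in PBS | Reagent: Alexa488-fibronectin, 24 nM final in well | Compound dosing: One dose per compound, pinned | Schedule: 1 h adhesion, overnight exposure | Measured by: Fluorescence at 485 nm excitation, 525 nm emission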
* hit, by the source's call; [ ] = remark or other dose. No enrichment for hits; about 2.5% have a hit in one of these screens.

For COc1ccc(CNC(=O)C[C@@H]2C=C[C@H](NC(=O)c3ccc4c(c3)OCO4)[C@H](CO)O2)cc1 the results were PAX8 inh HTS -4, miR-122 sensor 2[16.7 µM], LGR2 antag -7, Casp6 inh -1, PGC1a acetyl inh -1, EWS-Fli block -1, Cneo AK release -7 and FN deposition inh -3.
For OCCC1CN(Cc2cc3c(cc2Cl)OCO3)CCN1C1CCCC1 (configuration not stated) the results were PAX8 inh HTS -19, miR-122 sensor -1, LGR2 antag 10, Casp6 inh 3, PGC1a acetyl inh -11, EWS-Fli block -4 and FN deposition inh 0.
`O=C(NCC(c1ccco1)N1CCCC1)c1ccc(S(=O)(=O)Nc2ccccc2Cl)cc1` (configuration not stated) gave PAX8 inh HTS 7, LGR2 antag 14, Casp6 inh -2, EWS-Fli block 0, Cneo AK release 1 and FN deposition inh -4.
`CC(C)=CC(=O)Nc1cccc(S(=O)(=O)NC2=NCCCCC2)c1` gave PAX8 inh HTS 2, miR-122 sensor -5, LGR2 antag -2, Casp6 inh 1, PGC1a acetyl inh -5, EWS-Fli block 5, Cneo AK release 0 and FN deposition inh 5.
COc1cccc(C(=O)Nc2cccc(NC(=O)c3ccccc3Cl)c2)c1 was read as PAX8 inh HTS -9, miR-122 sensor -5, LGR2 antag -7, Casp6 inh 1, PGC1a acetyl inh 2, EWS-Fli block -21, Cneo AK release -2 and FN deposition inh -2.
`COc1c(C)cccc1C(=O)Nc1ccc(N2CCN(S(C)(=O)=O)CC2)cc1` gave PAX8 inh HTS -113, miR-122 sensor -19, Cneo AK release -2 and FN deposition inh -4.
For CC(=O)Nc1ccc(/C=C(\C#N)C(N)=O)cc1 the results were PAX8 inh HTS -14, miR-122 sensor -3, Casp6 inh -4, PGC1a acetyl inh -7, EWS-Fli block 1, Cneo AK release -1 and FN deposition inh -12.
CC1(c2nnc(-c3ccncc3)o2)CC(c2c(Cl)cccc2Cl)=NO1 (configuration not stated) was read as PAX8 inh HTS -4, miR-122 sensor 2, LGR2 antag 7, Casp6 inh -1, PGC1a acetyl inh -1, EWS-Fli block 5, Cneo AK release 1 and FN deposition inh 1.
`C[C@@H]1CN([C@H](C)CO)C(=O)Cc2cc(NS(=O)(=O)c3ccc(F)cc3)ccc2O[C@@H]1CN(C)C` gave PAX8 inh HTS -3, miR-122 sensor -3[16.7 µM], LGR2 antag 24, Casp6 inh -1, PGC1a acetyl inh 11, EWS-Fli block -8 and Cneo AK release -6.
CCOc1ccc(-n2c(=S)sc3c(=O)n(-c4ccccc4)c(SC)nc32)cc1 was read as PAX8 inh HTS 21, miR-122 sensor -5, LGR2 antag 12, Casp6 inh -5, PGC1a acetyl inh -3, EWS-Fli block 12, Cneo AK release 0 and FN deposition inh -5.
Screening COc1cccc(N2C(=O)c3cccnc3C2O)c1 (configuration not stated) returned PAX8 inh HTS 12, LGR2 antag 6, Casp6 inh 6, PGC1a acetyl inh 3, EWS-Fli block -3, Cneo AK release -1 and FN deposition inh -7.
For COc1ccc(C(=O)N=S2CCN(C(=O)c3ccc(Cl)cc3)CC2)cc1 the results were PAX8 inh HTS 4, miR-122 sensor -6, LGR2 antag -2, Casp6 inh -2, PGC1a acetyl inh 9, EWS-Fli block 4, Cneo AK release 4 and FN deposition inh 6.
For C/C(N)=C(/C#N)C(=O)CSc1nc2ccccc2c(=O)n1Cc1ccc(F)cc1 the results were PAX8 inh HTS 12, miR-122 sensor 6, LGR2 antag 10, Casp6 inh 6, PGC1a acetyl inh -5, EWS-Fli block 20, Cneo AK release 0 and FN deposition inh 14.
COc1ccc(C)cc1-n1nnnc1SCC(=O)c1ccc2c(c1)OCCO2 was read as PAX8 inh HTS -22, miR-122 sensor -6, PGC1a acetyl inh 0, Cneo AK release -1 and FN deposition inh 0.
For COc1cc(OC)cc(C(=O)NCCCNC(=O)c2ccccn2)c1 the results were PAX8 inh HTS 6, LGR2 antag 19, Casp6 inh 1, Cneo AK release 2 and FN deposition inh 7.
O=C(O)C(NC(=O)C1CCCN1C(=O)OCc1ccccc1)c1ccccc1 (configuration not stated) was read as PAX8 inh HTS 28, miR-122 sensor 0, LGR2 antag 0, Casp6 inh 1, EWS-Fli block -3, Cneo AK release -1 and FN deposition inh 0.
Screening COc1ccc(CNC(=O)CN(Cc2ccc(F)cc2)C(=O)CCC(=O)Nc2nccs2)cc1 returned PAX8 inh HTS 13, miR-122 sensor -2, LGR2 antag -5, Casp6 inh -1, PGC1a acetyl inh -4, EWS-Fli block -5, Cneo AK release 4 and FN deposition inh 4.
`CC(=O)c1ccc(N2CCN(CC(=O)N(CC(C)C)c3c(N)n(CC(C)C)c(=O)[nH]c3=O)CC2)cc1` gave PAX8 inh HTS -11, LGR2 antag -3, Casp6 inh -3, PGC1a acetyl inh 8, EWS-Fli block 0 and FN deposition inh -24.
`C/C=C/c1ccc2c(c1)O[C@H](CN(C)C(=O)c1ccccn1)[C@H](C)CN([C@H](C)CO)S2(=O)=O` gave miR-122 sensor -3[16.7 µM], LGR2 antag -13, Casp6 inh 2, PGC1a acetyl inh -15, EWS-Fli block -21 and Cneo AK release -2.
COc1nnc(-c2ccc(N3CCCCC3)c(NC(=O)C3CCCCC3)c2)c2ccccc12 was read as PAX8 inh HTS 16, miR-122 sensor 7, PGC1a acetyl inh 10, Cneo AK release -1 and FN deposition inh -5.

4 entries out of the list, ordered by SMILES length, falling:
Screening COc1ccc(CNC(=O)CN(Cc2ccc(F)cc2)C(=O)CCC(=O)Nc2nccs2)cc1 returned PAX8 inh HTS 13, miR-122 sensor -2, LGR2 antag -5, Casp6 inh -1, PGC1a acetyl inh -4, EWS-Fli block -5, Cneo AK release 4 and FN deposition inh 4.
COc1nnc(-c2ccc(N3CCCCC3)c(NC(=O)C3CCCCC3)c2)c2ccccc12 was read as PAX8 inh HTS 16, miR-122 sensor 7, PGC1a acetyl inh 10, Cneo AK release -1 and FN deposition inh -5.
For C/C(N)=C(/C#N)C(=O)CSc1nc2ccccc2c(=O)n1Cc1ccc(F)cc1 the results were PAX8 inh HTS 12, miR-122 sensor 6, LGR2 antag 10, Casp6 inh 6, PGC1a acetyl inh -5, EWS-Fli block 20, Cneo AK release 0 and FN deposition inh 14.
COc1ccc(C)cc1-n1nnnc1SCC(=O)c1ccc2c(c1)OCCO2 was read as PAX8 inh HTS -22, miR-122 sensor -6, PGC1a acetyl inh 0, Cneo AK release -1 and FN deposition inh 0.

Following part.
For C[N+](C)(C)CCN(Cc1ccc(Cl)cc1)c1ccccn1 the results were PAX8 inh HTS 42, miR-122 sensor -1, PGC1a acetyl inh -2, Cneo AK release 3 and FN deposition inh 2.
CC(=O)c1c(C)[nH]c(C(=O)OCc2cc(=O)n3cc(Br)ccc3n2)c1C was read as PAX8 inh HTS -15, Casp6 inh 14, PGC1a acetyl inh -6, EWS-Fli block -2, Cneo AK release -2 and FN deposition inh -7.
Screening CCOC(=O)c1[nH]c(C)c(/C(O)=C2\C(=O)C(=O)N(CCCN3CCOCC3)C2c2cccs2)c1C (configuration not stated) returned PAX8 inh HTS -14, LGR2 antag -27, Casp6 inh -5, PGC1a acetyl inh -27, EWS-Fli block 33 and FN deposition inh 12.
Screening C[C@@H]1CCCCO[C@@H](CN(C)Cc2ccc(C(=O)O)cc2)[C@@H](C)CN([C@@H](C)CO)C(=O)c2cc(NS(=O)(=O)c3ccc(F)cc3)ccc2O1 returned PAX8 inh HTS 0, miR-122 sensor -1[16.7 µM], LGR2 antag -21, Casp6 inh 1, PGC1a acetyl inh 13, EWS-Fli block -1 and Cneo AK release -3.
Screening C[C@@H]1CN([C@@H](C)CO)C(=O)Cc2cc(NC(=O)Cc3ccccc3)ccc2O[C@@H]1CN(C)C(=O)Nc1ccc(C(F)(F)F)cc1 returned miR-122 sensor -6[16.7 µM], LGR2 antag 8, Casp6 inh 0, PGC1a acetyl inh -6, EWS-Fli block -12 and Cneo AK release -1.
Screening CCN(CC(=O)NC1CCS(=O)(=O)C1)S(=O)(=O)c1cc(C)ccc1C (configuration not stated) returned PAX8 inh HTS 0, LGR2 antag 1, Casp6 inh 4, EWS-Fli block -3 and FN deposition inh 1.
COc1cccc(S(=O)(=O)N[C@@H]2C=C[C@H](CC(=O)NCc3ccc(F)cc3)O[C@@H]2CO)c1 was read as PAX8 inh HTS 14, LGR2 antag 2, Casp6 inh -3, PGC1a acetyl inh -1, EWS-Fli block -4, Cneo AK release 5 and FN deposition inh 4.
`C[C@H](CO)N1C[C@H](C)[C@H](CN(C)CC2CC2)Oc2c(NC(=O)C3CCCCC3)cccc2C1=O` gave miR-122 sensor 29[16.7 µM], LGR2 antag 1, Casp6 inh 2, PGC1a acetyl inh -6, EWS-Fli block -1 and Cneo AK release -3.
For COc1ccc(S(=O)(=O)Nc2ccc3c(c2)C(=O)N([C@@H](C)CO)C[C@H](C)[C@H](CN(C)S(=O)(=O)c2ccc(C)cc2)O3)cc1 the results were PAX8 inh HTS 14, miR-122 sensor 6[16.7 µM], LGR2 antag -13, Casp6 inh -3, PGC1a acetyl inh 3, EWS-Fli block -1 and Cneo AK release 3.
C[C@@H]1CN([C@@H](C)CO)C(=O)c2cc(C3=CCCC3)cnc2O[C@H]1CN(C)C(=O)c1cccnc1 was read as PAX8 inh HTS -3, miR-122 sensor -22[16.7 µM], LGR2 antag 6, Casp6 inh 3, PGC1a acetyl inh 7, EWS-Fli block -8 and Cneo AK release -1.
O=S(=O)(c1cc(Cl)c(Cl)cc1Cl)N1CCN2CCCC2C1 (configuration not stated) was read as PAX8 inh HTS 8, miR-122 sensor 2, LGR2 antag -29, Casp6 inh -13, PGC1a acetyl inh 4, EWS-Fli block 14, Cneo AK release -1 and FN deposition inh 7.
`COc1ccc(Cl)cc1-c1n[nH]c(=S)n1Cc1ccccc1` gave PAX8 inh HTS -9, miR-122 sensor 4, LGR2 antag -1, Casp6 inh 0, PGC1a acetyl inh 9, EWS-Fli block 15, Cneo AK release 0 and FN deposition inh -6.
`Cn1c(=O)c2cc(S(=O)(=O)NC(C(=O)Nc3cccnc3)c3ccccc3)ccc2n(C)c1=O` (configuration not stated) gave PAX8 inh HTS -2, miR-122 sensor 1, LGR2 antag 11, Casp6 inh 4, PGC1a acetyl inh 0, EWS-Fli block -1, Cneo AK release 0 and FN deposition inh 1.
For CCc1cc(-c2cnnn2CCc2c[nH]c3ccccc23)ccc1-c1cn(CC(C)C)nn1 the results were PAX8 inh HTS 15, miR-122 sensor -2, LGR2 antag -7, Casp6 inh -1, EWS-Fli block -8, Cneo AK release -1 and FN deposition inh -1.
